DAX1 inh-1 = NR0B1 (DAX1) inhibition. 340,000 tested, 0.99% active. inhibition, % at 6.75 µM. HEK293 Gal4-DAX1 luciferase reporter, luminescence. P51843. AID 504766;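 active = inhibition above the mean over all tested compounds plus 3 SD, cut at about 4.2% in these data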;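 note: 0% = DAX1-transfected cells with DMSO and 100% = empty-vector control cells with DMSO; inhibition shows as a rise in luminescence from relieved DAX1 repression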
Target sequence (P51843 207-470 limits assumed): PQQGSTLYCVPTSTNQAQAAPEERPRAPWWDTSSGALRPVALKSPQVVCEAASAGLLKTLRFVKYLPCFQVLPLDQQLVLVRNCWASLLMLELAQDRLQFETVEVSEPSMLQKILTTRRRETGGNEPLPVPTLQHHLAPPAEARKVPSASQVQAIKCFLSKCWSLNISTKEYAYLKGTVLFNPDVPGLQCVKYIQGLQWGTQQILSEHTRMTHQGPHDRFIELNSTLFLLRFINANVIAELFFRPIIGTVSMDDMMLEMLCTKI
hgDAF12 agonist = agonists of H. glycines DAF-12 nuclear receptor; HEK293 GAL4-hgDAF12 UAS-luciferase reporter, agonist luminescence; normalized to butyrate control; activation, % at 6.8 µM; 370,000 tested, 1.8% active; AID 687014;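 active = activation above a cutoff set at the mean of all screened compounds plus 3 SD, cut at about 10% in these data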;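 note: 0% = DMSO wells and 100% = sodium butyrate wells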
ssDAF12 agonist = activators of S. stercoralis DAF-12 nuclear receptor; activation, % at 6.8 µM; 370,000 tested, 1% active; HEK293 ssDAF-12/GRIP1 lit1-tk-luc reporter, luminescence; % of 3 µM dafachronic acid response;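 active = activation above the mean over all tested compounds plus 3 SD, cut at about 0.9% in these data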;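 note: 0% = DMSO-only wells and 100% = 3 µM delta7-dafachronic acid wells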
PLCg1 inh = blocks human PLC-gamma1 enzyme activity; purified PLC-gamma1, fluorogenic substrate, fluorescence; P19174; inhibition, % at 12.2 µM; AID 720700; 370,000 tested, 0.84% active; in the data active = inhibition above about 9.5%
hcDAF-12 act = activates DAF-12 receptor from parasite H. contortus; HEK293 hcDAF-12 lit1-tk-luc reporter, luminescence; 0% DMSO, 100% Δ7-dafachronic acid; activation, % at 6.8 µM; 370,000 tested, 1.4% active;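 active = activation above the mean of all tested compounds plus 3 SD, cut at about 5.5% in these data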;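 note: 100% = response to 3 µM Δ7-dafachronic acid high control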
DAX1 inh-2 = blocks DAX1 repression of SF-1 activated StAR promoter; HEK293T StAR-luciferase reporter, SF-1/DAX-1 repression relief; inhibition, % at 6.8 µM; 370,000 tested, 1.1% active; AID 652010;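 active = inhibition above the mean over all tested compounds plus 3 SD, cut at about 3.6% in these data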;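 note: 0% = DAX-1 cells with DMSO and 100% = cells lacking DAX-1 with DMSO; higher inhibition means more luminescence from relief of DAX-1 repression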
PLCb3 inh = PLC-beta3 (human) inhibition, primary screen | Q01970 | Purified PLC-beta3, fluorogenic substrate, fluorescence | inhibition, % at 12.2 µM | 370,000 tested, 0.18% active | AID 720704; in the data active = inhibition above about 11%;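 note: 0% = median of compound wells on plate and 100% = full blocker control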
ADAM10 inh = inhibitors of human ADAM10. 370,000 tested, 0.62% active. O14672. recombinant ADAM10, EDANS/DABCYL FRET peptide cleavage, 3 h. inhibition, % at 7 µM;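 active = inhibition above a per-campaign cutoff equal to the mean of compounds falling between control-based bounds plus 3 SD, cut at about 20% in these data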;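 note: 0% = DMSO wells while the 100% control is not disclosed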
ADAM17 inh = inhibits human ADAM17; recombinant ADAM17, EDANS/DABCYL FRET peptide cleavage; inhibition, % at 6.95 µM; 370,000 tested, 0.83% active;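 active = inhibition above the mean of compounds lying between control limits plus 3 SD, set per campaign, cut at about 8.5% in these data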;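 note: 0% = DMSO-only wells as the low control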
Target sequence (P78536 215-824 limits assumed): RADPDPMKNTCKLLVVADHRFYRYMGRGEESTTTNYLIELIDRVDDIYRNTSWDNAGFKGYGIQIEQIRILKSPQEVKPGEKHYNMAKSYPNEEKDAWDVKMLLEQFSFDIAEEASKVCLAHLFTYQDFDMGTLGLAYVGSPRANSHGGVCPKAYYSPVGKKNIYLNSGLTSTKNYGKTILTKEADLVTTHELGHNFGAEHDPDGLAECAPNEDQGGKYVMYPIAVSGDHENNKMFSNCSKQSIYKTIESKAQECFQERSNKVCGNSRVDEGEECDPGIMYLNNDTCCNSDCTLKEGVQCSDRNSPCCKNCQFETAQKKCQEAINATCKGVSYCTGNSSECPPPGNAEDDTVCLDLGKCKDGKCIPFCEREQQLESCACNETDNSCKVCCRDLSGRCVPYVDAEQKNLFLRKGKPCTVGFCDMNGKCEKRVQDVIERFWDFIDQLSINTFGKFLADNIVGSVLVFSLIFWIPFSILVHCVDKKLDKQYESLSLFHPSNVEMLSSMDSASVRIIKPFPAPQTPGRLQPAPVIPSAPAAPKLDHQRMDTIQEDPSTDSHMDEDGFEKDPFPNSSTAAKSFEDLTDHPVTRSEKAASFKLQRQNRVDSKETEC
sPLA2-III inh = Inhibits HGIII-sPLA2 liposome hydrolysis, primary screen; 370,000 tested, 0.56% active; QFRET BODIPY PC-A2 liposome hydrolysis, fluorescence; inhibition, % at 12.2 µM; Q9NZ20;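 active = inhibition above mean plus 3 SD of compounds lying within the high and low control bounds, cut at about 19% in these data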;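 note: 0% = median of test compound wells and 100% = no enzyme DMSO wells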
GAA850 FXN act = activators of GAA850 frataxin (FXN) promoter; HEK293 lucGAA850 FXN promoter luciferase reporter, 24 h; percent of 10 µM SAHA response; activation, % at 6 µM; 360,000 tested, 0.56% active;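 active = activation above the average of all compounds screened plus 3 SD, cutoff fixed separately per campaign, cut at about 7.5% in these data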;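 note: 0% = DMSO wells and 100% = 10 µM SAHA wells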
An asterisk follows results filed as active; i = inactive; nt = not tested or not shown.

SMILES | DAX1 inh-1 | hgDAF12 agonist | ssDAF12 agonist | PLCg1 inh | hcDAF-12 act | DAX1 inh-2 | PLCb3 inh | ADAM10 inh | ADAM17 inh | sPLA2-III inh | GAA850 FXN act
COc1ccc(/C=C2\SC(=S)N(C(Cc3ccccc3)C(=O)O)C2=O)cc1 (stereo unspecified) | 0.1 | -0.3 | -0.9 | 4 | 0.3 | -0.2 | 5 | 1 | 1 | -28 | -0.7
CN(C)CCN(C(=O)c1ccc2c(c1)CCCC2)c1nc2cc3c(cc2s1)OCCO3 | 2.4 | 5.1 | -0.3 | -1 | 6.1* | 6.0* | -15 | 4 | 2 | 4 | 3.0
CCOC(=O)c1ccc(NC(=O)CSc2nnc(-c3cccs3)n2CC)cc1 | 0.3 | -1.2 | -2.1 | 3 | -1.1 | -1.0 | 5 | 0 | -3 | -7 | -1.3
O=C(COc1ccc(Cl)cc1)Nc1ccc2[nH]ncc2c1 | -0.2 | -2.7 | -1.7 | 0 | -2.0 | -0.4 | -6 | -9 | 5 | 6 | -1.6
CCOCCOC(=O)C1=C(C)N(C)C(=O)NC1c1cc(Cl)c(O)c(OC)c1 (stereo unspecified) | 0.3 | 0.3 | -1.3 | -3 | 0.1 | -0.4 | -4 | 5 | 1 | -1 | 1.9
CCSc1nnc(NC(NC(=O)c2ccco2)(C(F)(F)F)C(F)(F)F)s1 | -0.7 | 0.5 | -1.0 | 1 | -0.6 | 0.7 | 1 | 4 | -1 | 0 | 3.1
Cc1cc(C)c(S(=O)(=O)NCC(=O)NCc2ccco2)c(C)c1 | -0.8 | 3.6 | -1.5 | -2 | -1.0 | 0.0 | -2 | -3 | -1 | -7 | -0.8
N#CCC(=O)N/N=C/c1cn(Cc2ccc(Cl)c(Cl)c2)c2ccccc12 | 2.0 | 0.3 | -1.0 | 4 | -1.5 | 0.3 | 1 | 7 | 1 | -19 | -3.4
COc1ccc(CN(C)C(=O)c2ccc(OCC(=O)Nc3cccc(C(F)(F)F)c3)c(OC)c2)c(OC)c1 | -1.5 | -7.8 | -2.1 | 3 | -5.2 | -9.4 | 3 | 10 | 5 | -24 | -2.9
O=c1oc2c3c4c(cc2c(C(F)(F)F)c1CCN1CCOCC1)CCCN4CCC3 | 0.1 | 1.3 | -1.4 | -193 | -0.4 | 0.1 | -226 | -28 | -2 | -2 | -0.1
Cc1ccc(CN2CCN(Cc3cc4ccccc4o3)CC2CCO)cc1 (stereo unspecified) | 0.8 | 2.2 | -1.2 | -2 | 0.8 | 0.0 | -1 | 3 | -1 | -11 | 0.8
COc1ccc(NC(=S)N/C(=N/CS(=O)(=O)c2ccccc2)c2ccccc2)cc1 | 2.8 | 14* | -0.8 | 2 | 2.1 | 1.9 | -1 | 3 | -1 | 3 | 4.0
Clc1cccc(-c2noc3ncnc(Nc4ccc5c(c4)OCO5)c23)c1 | 0.3 | 4.2 | -0.8 | -2 | -2.6 | -0.4 | -2 | -7 | -4 | 1 | 0.0
CC1(C)CC(=O)c2cc(C(=O)NCc3ccco3)c(=O)n(-c3ccccc3)c2C1 | -1.4 | 1.1 | -1.1 | 1 | -0.3 | -0.6 | 2 | 1 | -3 | -4 | 1.3
COc1cccc2cc(C(=O)NCc3ccc(Cl)cc3)c(=O)oc12 | 0.8 | 0.0 | -0.5 | -3 | -2.4 | -0.1 | -14 | -3 | 1 | 0 | 3.6
CC(=O)NCC(=O)OC(C(=O)c1ccccc1)c1ccc(Cl)cc1 (stereo unspecified) | -1.6 | 1.0 | -2.0 | -1 | 2.3 | 0.1 | 1 | -11 | -1 | 4 | 1.3
Cc1cccc(C)c1NC(=O)NCCSc1snnc1C | 0.1 | -0.4 | -0.5 | 3 | 0.7 | 0.1 | -2 | -13 | -3 | 8 | 1.5
O=C1OCC2=C1C(c1ccc(Cl)cc1)CC(=O)N2c1ccc(F)cc1 (stereo unspecified) | -0.9 | 5.8 | -1.1 | -1 | -0.1 | -0.5 | -4 | -12 | 2 | -4 | 0.3
N=C(N)Sc1nc(N2CCCCC2)nc(N2CCCCC2)n1 | -0.3 | -0.5 | -1.9 | 1 | -1.0 | -0.4 | 1 | -5 | -5 | 11 | 1.3
CC1(C)CC(=O)C/C(=N\NC(=O)C2CC2c2ccccc2)C1 (stereo unspecified) | -1.2 | -0.9 | -0.9 | -18 | -0.8 | 0.3 | -21 | -19 | -4 | -3 | 1.0
Cc1nc2ccccc2nc1OCc1ccccc1 | -0.1 | 1.6 | -0.8 | 1 | -1.0 | -0.3 | 4 | -3 | 2 | -3 | 3.9
CCC1(C)Cc2c(sc3nc(SC)nc(NCCN(C)C)c23)CO1 (stereo unspecified) | 1.6 | -0.6 | -1.3 | 1 | -0.7 | 1.1 | -1 | -20 | -10 | -1 | 2.7
COc1ccccc1CN1CCN(S(=O)(=O)c2ccccc2)CC1 | -1.0 | 0.7 | -1.9 | 5 | -0.5 | 0.0 | 3 | -2 | -2 | -6 | -0.2
O=C(NC1CC1)C1=C[C@@H](c2ccccc2)C[C@@H](OCc2ccc(CO)cc2)O1 | 0.2 | -1.3 | -1.3 | 3 | -1.3 | 0.0 | 2 | 5 | -1 | -4 | 1.2
Nc1nonc1OCCc1ccccc1 | 0.2 | 0.7 | -1.2 | 2 | -0.2 | 0.0 | 1 | 2 | -3 | -2 | 1.9
Cc1cccc(CCN2C(N(C)C)=NC[C@@H]2CC(C)C)c1 | 0.4 | -0.7 | -1.5 | 4 | -0.7 | -0.1 | 2 | 0 | 3 | -8 | 0.2
CCN(CC)S(=O)(=O)c1ccc(N2C(=O)CC2(/C=C/c2ccccc2)C(=O)NC2CCCC2)cc1 (stereo unspecified) | 1.0 | -0.4 | -0.9 | 3 | -3.4 | -0.4 | 3 | 5 | 1 | -3 | 2.6
O=C(CSc1ccccc1)Nc1ccccc1C(=O)N1CCCC1 | -0.8 | 3.0 | -1.7 | 0 | -0.5 | 0.0 | -1 | 3 | 3 | 3 | 2.5
Cc1nc2nc(-c3ccc(Cl)cc3)[nH]n2c(=O)c1Cc1ccccc1 | -0.2 | -1.1 | -0.9 | 6 | 1.9 | 0.3 | 4 | 5 | 1 | 2 | 0.3
c1ccc(CNCCC(Cc2ccccc2)c2ccco2)cc1 (stereo unspecified) | -2.4 | -1.6 | -1.3 | 6 | -0.2 | -0.2 | -8 | 4 | -3 | 18 | -1.5
CCn1c(SCC(=O)NCc2ccco2)nc2c1c(=O)n(C)c(=O)n2C | 1.0 | 1.9 | -0.8 | 0 | -1.6 | 0.6 | 3 | 0 | -1 | 1 | -0.7
CCOc1cc(C2C(C(=O)c3ccc(C)o3)=C(O)C(=O)N2CCc2ccccc2)ccc1O (stereo unspecified) | 0.6 | -0.2 | -1.0 | -6 | 1.4 | -0.8 | -9 | 3 | -2 | -3 | -0.4
Cc1ccc(N(C(=O)CNC(=O)c2ccco2)C(C(=O)NC2CCCC2)c2ccncc2)cc1 (stereo unspecified) | 0.4 | 1.1 | -1.0 | 1 | 0.7 | -0.4 | -4 | -8 | -4 | 1 | -2.0
CN(Cc1ccccc1)C(=O)OCc1cn(Cc2ccccc2F)nn1 | nt | 0.7 | -1.5 | -2 | -0.9 | 0.2 | 0 | -1 | 1 | -1 | nt
NC(=O)c1nsc(C(=O)N(Cc2cccnc2)C(C(=O)NC2CCCCC2)c2ccc(F)cc2)c1N (stereo unspecified) | -1.4 | 1.8 | -1.0 | -12 | -0.7 | -0.1 | -16 | -25 | -10 | -1 | -0.9
Cn1c(=O)c(C(=O)COc2ccc(F)cc2Cl)c(N)n(Cc2ccccc2)c1=O | 0.0 | -0.1 | -1.0 | -2 | -0.5 | -1.0 | 0 | -3 | -5 | -15 | 0.4
O=C(Cn1ccc2ccccc2c1=O)NCCC(=O)N1CCN(C(=O)c2ccco2)CC1 | 4.0 | 1.0 | -1.1 | -3 | -2.0 | -0.7 | 2 | -15 | -8 | 2 | -1.6
Cc1cccc(N2CCN(C(=O)CCNS(=O)(=O)c3ccc4c(c3)oc(=O)n4C)CC2C)c1 (stereo unspecified) | 0.0 | -0.8 | -1.5 | 1 | -1.7 | -0.4 | -6 | 1 | 6 | -2 | -1.1
CN(C(=O)COC(=O)c1ccccc1SCC(=O)N1CCCC1)c1ccccc1 | -0.9 | -0.3 | -0.7 | 0 | 0.6 | -1.3 | -14 | -6 | -1 | -7 | -1.4
CC1(C)CC(NC(=O)c2ccc(Cl)c(S(=O)(=O)N(Cc3ccccc3)c3ccccc3)c2)CC(C)(C)N1 | -0.5 | 0.4 | -1.4 | 6 | -1.4 | 0.9 | 2 | 2 | 3 | -2 | nt
CC(C)C(=O)Nc1cc(S(=O)(=O)Nc2ccc(Cl)cc2)ccc1Cl | 0.2 | -4.0 | -1.2 | 3 | -1.3 | -1.1 | 0 | 15 | 5 | -9 | -1.6
Cc1cc(C(=O)NC2CC2)c2ccccc2n1 | 0.5 | -0.5 | -1.4 | -1 | 0.9 | 0.7 | -8 | -5 | -2 | -2 | -0.9
CCn1c(=O)n(CC)c2cc(S(=O)(=O)N3CCCCC3)c(C)cc21 | 1.9 | -2.2 | -0.4 | 3 | -0.4 | -1.3 | 1 | 7 | 0 | 0 | 1.1
COc1ccccc1Nc1nn2c(=O)c3ccc(C(=O)N4CCC(C)CC4)cc3nc2s1 | 0.4 | -0.8 | -1.0 | 0 | -0.2 | -0.2 | -9 | -2 | -5 | 2 | 0.6
CC(=O)NN1C(=O)c2ccccc2NC1c1ccccc1O (stereo unspecified) | 1.2 | 4.7 | -1.2 | -420 | 0.7 | 0.0 | i | i | -261 | -2 | -0.3
CCCC(=O)C1CCN(Cc2ccccc2)CC1 | 0.7 | -0.9 | -0.8 | -1 | -1.4 | -0.3 | -5 | -7 | -3 | 8 | 1.9
CC(C)C(CCN1C(=O)CCC1=O)C1CCOC(C)(C)C1 (stereo unspecified) | -1.4 | 2.0 | -1.0 | -1 | -1.0 | -0.2 | -1 | -2 | -6 | 0 | 3.6
O=C(CCNC(=O)c1ccccc1Cl)Nc1cc(S(=O)(=O)N2CCOCC2)ccc1N1CCOCC1 | 0.6 | 3.0 | -1.8 | 2 | 0.2 | 0.3 | -5 | 6 | -5 | 1 | 2.1
Cc1ccc(Nc2ncnc3c2nnn3Cc2ccccc2)cc1 | nt | 1.2 | -0.5 | -51 | 3.5 | -0.5 | -87 | -15 | -5 | -7 | 0.8
CCc1c(C)nc2ncnn2c1Nc1ccc(C(C)=O)cc1 | 1.0 | 4.2 | -0.4 | -2 | 1.8 | 1.9 | -6 | 4 | 3 | 7 | 3.6

Screens (PubChem BioAssay)
